Compound activity from PubChem.
STK33 inh: inhibitors of purified STK33 kinase, primary screen, biochemical, ADP-Glo luminescence, homogeneous, cell-free; Serine/threonine-protein kinase 33 (Homo sapiens), Q9BYT3; MBP phosphorylation; inhibition, % at 10 µM; 320,000 compounds, 0.073% hits; AID 2661, 2010;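 active = inhibition at or above 25%, using the most active replicate where run in duplicate; inactive = inhibition below 25%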
Target sequence (Q9BYT3 whole entry, looked up): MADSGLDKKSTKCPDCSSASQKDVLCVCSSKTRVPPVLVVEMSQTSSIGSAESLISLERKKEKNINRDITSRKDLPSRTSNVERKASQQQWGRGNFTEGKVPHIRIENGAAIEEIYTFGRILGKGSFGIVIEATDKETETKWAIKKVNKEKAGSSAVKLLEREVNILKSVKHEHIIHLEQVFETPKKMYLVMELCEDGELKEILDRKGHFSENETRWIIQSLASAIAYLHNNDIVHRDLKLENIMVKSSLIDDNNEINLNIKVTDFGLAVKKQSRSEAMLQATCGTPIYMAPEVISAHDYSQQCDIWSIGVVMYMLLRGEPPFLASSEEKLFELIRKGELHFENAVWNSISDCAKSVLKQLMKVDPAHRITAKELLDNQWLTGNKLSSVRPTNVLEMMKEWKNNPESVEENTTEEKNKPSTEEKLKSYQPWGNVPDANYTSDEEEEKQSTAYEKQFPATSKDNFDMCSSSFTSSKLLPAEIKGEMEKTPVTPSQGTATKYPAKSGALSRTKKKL
CHT block: inhibitors of human choline transporter CHT. High affinity choline transporter 1 (Homo sapiens), Q9GZV3. CHT-expressing cells, membrane potential dye, choline response; active compounds read low. B-score at 10 µM. 310,000 compounds, 0.86% hits;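 active = B-score over 3 SD under the library average, and starting fluorescence ratio not unusually high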;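 also: choline stimulus applied at its EC90 after an EC20 pre-addition; B-score computed on integrated fluorescence ratio after choline addition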
Target sequence (Q9GZV3 whole entry, looked up): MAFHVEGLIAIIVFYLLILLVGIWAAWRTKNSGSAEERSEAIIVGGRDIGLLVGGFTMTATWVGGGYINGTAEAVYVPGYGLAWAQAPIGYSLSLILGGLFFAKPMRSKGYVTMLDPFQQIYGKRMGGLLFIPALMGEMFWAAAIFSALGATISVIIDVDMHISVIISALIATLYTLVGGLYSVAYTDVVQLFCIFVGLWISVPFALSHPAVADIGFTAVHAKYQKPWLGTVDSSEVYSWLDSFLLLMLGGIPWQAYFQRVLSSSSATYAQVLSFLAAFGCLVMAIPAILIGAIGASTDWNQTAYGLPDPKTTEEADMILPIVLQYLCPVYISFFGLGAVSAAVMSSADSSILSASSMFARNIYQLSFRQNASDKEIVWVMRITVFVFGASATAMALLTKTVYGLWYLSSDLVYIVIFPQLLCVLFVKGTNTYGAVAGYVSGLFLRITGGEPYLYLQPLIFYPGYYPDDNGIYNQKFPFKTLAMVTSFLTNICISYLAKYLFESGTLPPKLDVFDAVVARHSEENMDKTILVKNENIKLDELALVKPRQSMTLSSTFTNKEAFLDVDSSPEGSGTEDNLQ
CHT allo act: CHT positive allosteric modulators, primary screen, cell-based, membrane potential dye, choline EC20; High affinity choline transporter 1 (Homo sapiens), Q9GZV3; CHT-expressing cells; active compounds read high; LV-AA mutant CHT in HEK293 cells; B-score at 10 µM; 310,000 compounds, 0.49% hits; AID 488977, 2010;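 active = initial fluorescence not abnormally high and integrated response B-score, plate-corrected, over 3 SD above library mean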
Active calls of the source: *; i = inactive; . = no result given.

SMILES | STK33 inh | CHT block | CHT allo act
CCN(CC)C(=O)Cn1nc(-c2ccncc2)nc1SCC(=O)Nc1ccc(OC)cc1 | -1.4 | i | i
O=C1CC(N(Cc2cccs2)C(=O)Nc2ccccc2)C(=O)N1c1ccc(Cl)cc1 (stereo not given) | -1.8 | i | i
COC(=O)c1ccc(Cl)cc1NC(=O)/C=C/c1ccc(C)o1 | -1.6 | i | i
Cn1nc(-c2ccccc2)c(C(O)c2ccccc2C(F)(F)F)c1Cl (stereo not given) | -0.1 | i | i
COc1ccc(C(=O)N2N=C(c3cccc(NS(C)(=O)=O)c3)CC2c2cccs2)cc1 (stereo not given) | -0.3 | i | i
Cc1cc(CNC(=S)Nc2ccc(S(=O)(=O)Nc3ncccn3)cc2)nn1C | -1.4 | i | i
COC(=O)c1cc(NC(=O)Cn2c(=O)oc3ccccc32)cc(C(=O)OC)c1 | -2.7 | i | i
C=CCN1CC(=O)N2Cc3[nH]c4ccccc4c3C[C@H]2C1=O | -1.9 | i | i
CC/C(=N/O)c1cnnc(SC)n1 | -1.8 | i | i
COCc1nnc(NC(=O)CCCOc2ccccc2)s1 | -0.1 | i | i
Cc1c2ccccc2cc(Cc2ccccc2)[n+]1C | -0.7 | i | 6.7*
Cc1ccc(-c2c3c(nc4sc(C(N)=O)c(N)c24)CCC3)cc1 | 3.8 | i | i
Cc1ccc2c(Cl)c(C(=O)NCCCn3ccnc3)sc2c1 | -3.7 | i | i
COc1cc(COCC(O)CN2CCN(Cc3ccc4c(c3)OCO4)CC2)cc(OC)c1OC (stereo not given) | -1.3 | i | i
CNc1ccccc1NC(=O)CCn1c(=S)oc2ccccc21 | 0.4 | i | i
CN(Cc1ccco1)C(=O)CCc1nc2sc3c(c2c(=O)[nH]1)CCCC3 | -1.1 | i | i
CCOC(=O)N1CCN(C(=O)CCNS(=O)(=O)c2ccc(C)c(C)c2)CC1 | -1.7 | i | i
COC(=O)c1ccc(C2/C(=C(/O)c3ccc(Cl)cc3)C(=O)C(=O)N2C2CCS(=O)(=O)C2)cc1 (stereo not given) | -0.5 | i | i
NN1C(=O)/C(=C2/Sc3ccccc3N2CCCS(=O)(=O)O)SC1=S | -0.7 | i | i
CCN(CC(=O)N1CCOCC1)S(=O)(=O)c1ccccc1 | -0.7 | i | i

2 records picked at random from those above:
SMILES | STK33 inh | CHT block | CHT allo act
Cc1c2ccccc2cc(Cc2ccccc2)[n+]1C | -0.7 | i | 6.7*
NN1C(=O)/C(=C2/Sc3ccccc3N2CCCS(=O)(=O)O)SC1=S | -0.7 | i | i

Back to the main list, repeating the six entries before the break.
SMILES | STK33 inh | CHT block | CHT allo act
CNc1ccccc1NC(=O)CCn1c(=S)oc2ccccc21 | 0.4 | i | i
CN(Cc1ccco1)C(=O)CCc1nc2sc3c(c2c(=O)[nH]1)CCCC3 | -1.1 | i | i
CCOC(=O)N1CCN(C(=O)CCNS(=O)(=O)c2ccc(C)c(C)c2)CC1 | -1.7 | i | i
COC(=O)c1ccc(C2/C(=C(/O)c3ccc(Cl)cc3)C(=O)C(=O)N2C2CCS(=O)(=O)C2)cc1 (stereo not given) | -0.5 | i | i
NN1C(=O)/C(=C2/Sc3ccccc3N2CCCS(=O)(=O)O)SC1=S | -0.7 | i | i
CCN(CC(=O)N1CCOCC1)S(=O)(=O)c1ccccc1 | -0.7 | i | i
N/C(=N\OC(=O)c1ccc2ccccc2c1)c1ccccn1 | 1.2 | i | i
Cc1cccc(/C=N/NC(=O)c2cc(Br)ccc2O)n1 | -1.6 | i | i
CC1=C(C(=O)OCC(C)C)C(c2ccsc2)NC(=O)N1 (stereo not given) | 0.3 | i | i
O=C(Nc1cccc(-n2cnnn2)c1)c1ccncc1 | 0.6 | i | i
COc1ccc(C2SCC(=O)N2C)cc1 (stereo not given) | -0.1 | i | i
O=C(O)c1ccc(NC(=O)C2(c3ccccc3)CCOCC2)cc1 | -0.8 | i | i
CCn1c(Cc2cccc3ccccc23)nnc1SCC(=O)Nc1nccs1 | -0.2 | i | i
CCOC(=O)C1CCCN(c2nc3c(C)cccn3c(=O)c2/C=C(\C#N)C(=O)NCc2ccco2)C1 (stereo not given) | -1.1 | i | i
CCN(CC)C(=O)CSC1=Nc2ccccc2C2=NC(c3ccccc3)C(=O)N12 (stereo not given) | -2.6 | i | i
COc1ccccc1NC(=S)NC12CN3CN(CN(C3)C1)C2 | -1.1 | i | i
CC1(C)Cc2ccccc2-c2nc(CN3CCOCC3)[nH]c(=O)c21 | 0.0 | i | i
CCOC(=O)C1=C(C)N=c2s/c(=C/c3ccco3)c(=O)n2C1c1cccc(OC)c1 (stereo not given) | -1.5 | i | i
O=C(NCc1ccc2c(c1)OCO2)c1ccc(Br)cc1 | -2.3 | i | i
Cc1ccc(N2CC(O)Cn3c2nc2c3c(=O)[nH]c(=O)n2C)cc1 (stereo not given) | -0.9 | i | i
COc1ccc(CCNC(=O)CSCc2ccc(C)cc2)cc1OC | -0.4 | i | i
O=C(C1COc2ccccc2O1)N1CCc2ccccc2C1 (stereo not given) | 0.1 | i | i
COCCn1c(-c2ccc(Cl)cc2)nc2oc3cc(OC)ccc3c(=O)c2c1=O | -1.9 | i | i
COc1ccc(C2c3ccc(O)cc3Oc3ncn(CCN4CCOCC4)c(=N)c32)cc1OC (stereo not given) | 0.2 | i | i
CCC(CC)C(=O)Nc1cc(C(=O)OC)ccc1C(=O)OC | 0.6 | i | i
CC(C)CC(c1nnnn1C(C)C)N1CCN(c2cccc(Cl)c2)CC1 (stereo not given) | -0.1 | i | i

An excerpt from above with just STK33 inh:
| SMILES | STK33 inh |
| --- | --- |
| Cc1ccc2c(Cl)c(C(=O)NCCCn3ccnc3)sc2c1 | -3.7 |
| COc1cc(COCC(O)CN2CCN(Cc3ccc4c(c3)OCO4)CC2)cc(OC)c1OC (stereo not given) | -1.3 |
| CNc1ccccc1NC(=O)CCn1c(=S)oc2ccccc21 | 0.4 |

(continued)
SMILES | STK33 inh | CHT block | CHT allo act
CCN1C(=O)[C@H]2[C@@H](c3ccc(-c4ccc(Cl)c(Cl)c4)cc3)N[C@@](C)(C(=O)OC)[C@H]2C1=O | 0.6 | i | i
CCOC(=O)C1CCN(S(=O)(=O)c2ccc(OCC(=O)OC)cc2)CC1 | -1.4 | i | i
O=C(N/N=C/c1cc([N+](=O)[O-])ccc1O)/C(=C\c1cccs1)NC(=O)c1ccccc1 | 0.4 | i | i
COc1ccc(OC)c(N=Cc2c(O)c3ccccc3oc2=O)c1 | -3.9 | i | i
CCCCn1c(CCC(=O)O)nc2cc(S(=O)(=O)N(CC)CC)ccc21 | -2.1 | i | i
Cc1cc(OC(C)C(=O)NCc2cccnc2)c2c(C)c(C)c(=O)oc2c1 (stereo not given) | 0.5 | i | i
O=c1[nH]c(C2CCN(S(=O)(=O)c3cccc([N+](=O)[O-])c3)CC2)nc2c1nnn2Cc1ccccc1 | -2.7 | i | i
CN(Cc1cccc(Cl)c1Cl)C(=O)c1cccc(S(=O)(=O)N2CCN(Cc3ccccc3)CC2)c1 | -0.6 | i | i
COc1ccc(NC(=S)NC(=O)/C=C/c2ccco2)c(OC)c1 | -0.2 | i | i
O=C(Nc1cccc(S(=O)(=O)NC2=NCCC2)c1)c1cc(-c2ccccn2)nc2ccccc12 | -1.1 | i | i
O=C(c1ccccc1-c1ncc[nH]1)N1CCCC(Nc2ccc(F)cc2)C1 (stereo not given) | -0.1 | i | i
COc1ccccc1NC(=O)Cn1cnc2c(nnn2-c2ccc(C)cc2)c1=O | -2.4 | i | i
Cc1ccccc1OCC(O)Cn1c(Br)nc2c1c(=O)[nH]c(=O)n2C (stereo not given) | 0.5 | i | i
COc1ccc2nc(C)cc(N/N=C/c3ccc(F)cc3)c2c1 | -0.3 | i | i
CCCC(=O)N(Cc1cc(=O)[nH]c2ccccc12)c1ccccc1 | -0.5 | i | i
Cc1c(CC=C(Cl)Cl)c(=O)[nH]c2c(C)cccc12 | -1.2 | i | i
CCCCN(Cc1ccccc1)S(=O)(=O)c1cc(Br)cc2c1N(C(C)=O)C(C)C2 (stereo not given) | -2.9 | i | i
CCC1(c2ccccc2)NC(=O)N(CC(=O)N(C)CC(=O)Nc2c(C)cccc2C)C1=O (stereo not given) | -1.0 | i | i
O=C(c1ccccc1)N1CCN(C(=O)c2ccc3c(c2)OCO3)CC1 | -0.4 | i | i
O=C(CCNS(=O)(=O)c1ccc(Br)cc1)NCc1ccc(F)cc1 | -1.5 | i | i
CC(CC(=O)NC1CCCCC1)S(=O)(=O)c1ccc2c(c1)CCN2C(=O)C1CC1 (stereo not given) | -0.7 | i | i
CCC1(C)NC(=O)N(/N=C/c2ccc(C)s2)C1=O (stereo not given) | 0.0 | i | i
CCSc1nc2c(c(=O)[nH]1)C(c1ccncc1)C(C(=O)OC)=C(C)N2 (stereo not given) | -1.0 | i | i
COC(=O)Cn1c(SCc2ccccc2)nc2ccccc21 | -1.7 | i | i
COc1ccc(OCC(=O)N(Cc2sccc2C)C2CCS(=O)(=O)C2)cc1 (stereo not given) | -1.5 | i | i
Cc1cc2oc(C(=O)NCc3ccc(S(N)(=O)=O)cc3)c(C)c2cc1C | -0.5 | i | i
NS(=O)(=O)c1cc2c(cc1C(F)(F)F)NCNS2(=O)=O | . | i | i
CCCN(CCC)C(=O)Cc1ccc(F)cc1 | 0.1 | i | i
COc1cnc(SC)nc1Nc1ccc(C#N)cc1 | 0.1 | i | i
CCNC(=S)N(CCCN(CC)CC)Cc1cc2cc3c(cc2[nH]c1=O)OCO3 | -1.1 | i | i
O=C(/C=C/c1ccc2c(c1)OCO2)Nc1nncs1 | -0.7 | i | i
CCc1nnc(NC(=O)c2ccc(N3C(=O)CCC3=O)cc2)s1 | -0.7 | i | i
Cc1cccc(C)c1-n1nnnc1-c1cnccc1C(F)(F)F | 0.2 | i | i
CCCOc1ccc(C(=O)Nc2cc(-c3nn4c(C)nnc4s3)ccc2C)cc1 | 0.3 | i | i
O=c1c2ccccc2c(=O)n(-c2ccccc2)n1CCCCBr | 0.0 | i | i
COc1ccc(NC(=O)CNC(=O)c2nn(-c3ccc(OC)cc3OC)c(=O)c3ccccc23)c(OC)c1 | -0.4 | i | i
COc1ccc(/C=N/NC2=NS(=O)(=O)c3ccccc32)cc1OC | -1.2 | i | i
COc1ccccc1C(=O)Nc1cccc(NC(C)=O)c1 | -1.6 | i | i
COc1cccc(CN(C)C(=O)CSCC(=O)Nc2ccc(C)cc2)c1OC | -1.4 | i | i
COCC(C)N=C1NN=C(c2cccs2)C(CC(=O)O)S1 (stereo not given) | -0.9 | i | i

Overlap with the part before: four entries, followed by the next part.
SMILES | STK33 inh | CHT block | CHT allo act
COc1ccc(/C=N/NC2=NS(=O)(=O)c3ccccc32)cc1OC | -1.2 | i | i
COc1ccccc1C(=O)Nc1cccc(NC(C)=O)c1 | -1.6 | i | i
COc1cccc(CN(C)C(=O)CSCC(=O)Nc2ccc(C)cc2)c1OC | -1.4 | i | i
COCC(C)N=C1NN=C(c2cccs2)C(CC(=O)O)S1 (stereo not given) | -0.9 | i | i
COc1ccc(NC(=O)c2cccnc2N2CCCCC2)cc1 | 2.1 | i | i
Cn1nnnc1SCC(=O)N1CCCCC1 | 1.7 | i | i
CCc1ccc(N2C(=O)CC(N3CCN(c4ccccn4)CC3)C2=O)cc1 (stereo not given) | -0.4 | i | i
Oc1c(C(Nc2ccccn2)c2cccnc2)cc(Cl)c2cccnc12 (stereo not given) | 0.0 | i | i
COc1ccc(-n2c(-c3cc(-c4ccccc4)sc3N)n[nH]c2=S)cc1 | 0.1 | i | i
O=C(O)c1ccc(Cl)c(S(=O)(=O)N(Cc2ccccc2)c2ccc(F)cc2)c1 | -3.8 | i | i
CCCCCCC(C)OC(=O)c1ccccc1C(=O)O (stereo not given) | -0.4 | i | i
O=C(OCc1nc2ccccc2s1)c1cccs1 | -0.9 | i | i
COC(=O)c1cc(C(=O)OC)n(Cc2ccc(F)cc2)c1C | -0.9 | i | i
CCc1ccccc1NC(=O)C1CCCN1C(=O)NCc1ccccc1 (stereo not given) | -0.4 | i | i
CCOC(=O)N1CCN(S(=O)(=O)c2ccc3c(c2)OCC(=O)N3)CC1 | 1.1 | i | i
CN(C)C(=O)Nc1ccccc1 | -0.8 | i | i
Cc1ccc(C(=O)O[C@H](C(=O)O)[C@H](OC(=O)c2ccc(C)cc2)C(=O)O)cc1 | -2.6 | i | i
COc1ccc(/C=N/NC(=O)c2ccc(NC(C)=O)cc2)cc1COc1ccc(F)cc1F | -0.1 | i | i
O=C(CSc1ccccc1C(=O)O)NCc1ccc(Cl)cc1 | -3.8 | i | i
O=C(NNc1c2ccccc2nc2ccccc12)c1ccc(O)cc1 | 4.2 | i | i
CCOC(=O)C1=C(N)N(c2ccccc2)C(=O)C1 | -0.7 | i | i
CCN1C=C(C(=O)OC)C(c2cccc(C)c2)C(C(=O)OC)=C1 | -0.6 | i | i
CCOc1ccc(C(=O)NCCc2ccc3c(c2)OCCO3)cc1 | -0.7 | i | i
COc1cc(/C=N/NC(=O)C(=O)NCc2cccnc2)ccc1O | 1.2 | i | i
CC(C(=O)Nc1cccc(S(=O)(=O)N2CCOCC2)c1)N1CCN(C/C=C/c2ccccc2)CC1 (stereo not given) | 0.4 | i | i
CC(C(=O)Nc1ccc(N2CCOCC2)cc1)N1C(=O)c2ccccc2C1=O (stereo not given) | -0.3 | i | i
O=C(NNC(=O)c1ccccc1[N+](=O)[O-])c1ccco1 | -1.0 | i | i
O=C(CN(C(=O)CNC(=O)c1cccs1)c1ccccc1F)NC1CCCCC1 | -0.6 | i | i
CC1CC(C)CN(CC(O)COc2ccc3c(c2)CCC3)C1 (stereo not given) | -0.9 | i | i
O=C(Cc1ccc(F)cc1)OCC(=O)c1cc2ccccc2o1 | -0.2 | i | i
